Screening results: PubChem, several laboratories
JMJD2C inh – inhibitors of GASC-1 histone demethylase, primary screen, biochemical, fluorescence, DELFIA europium | Lysine-specific demethylase 4C (Homo sapiens), Q9H3R0 | GST-JMJD2C(1-420) H3K9me3 demethylation | inhibition, % at 2.35 µM | 330,000 tested, 0.069% active;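 active = more than half of a compound's replicate wells show inhibition beyond 50%, single wells judged on their own value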;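 also: signal counts dimethyl H3K9 product captured on neutravidin plate; 0% = median of DMSO wells and 100% = 0.3 times that DMSO median; strong numbers were not always called active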
CTSL1 counter – Fasciola hepatica cathepsin L1 inhibitors, primary screen, counter-screen for PFM18AAP inhibitor project, biochemical, QFRET, fluorogenic peptide substrate. inhibition, % at 5.96 µM. recombinant F. hepatica cathepsin L1, Z-Leu-Arg-MCA fluorescence. 300,000 tested, 0.49% active;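 active = inhibition above the mean of all tested compounds plus 3 SD, set per screening campaign, cut at about 17% in these data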;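 also: 0% = plate median of test compound wells and 100% = 1 µM Z-Phe-Ala-diazomethylketone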
ZTA DNA inh – counter-screen for EBNA-1 inhibitors: inhibitors of Epstein-Barr virus ZTA; P03206; ZTA-DNA binding, fluorescence polarization; inhibition, % at 11 µM; 320,000 tested, 0.15% active; in the data active = inhibition above about 33%
Target sequence (P03206 whole entry, looked up): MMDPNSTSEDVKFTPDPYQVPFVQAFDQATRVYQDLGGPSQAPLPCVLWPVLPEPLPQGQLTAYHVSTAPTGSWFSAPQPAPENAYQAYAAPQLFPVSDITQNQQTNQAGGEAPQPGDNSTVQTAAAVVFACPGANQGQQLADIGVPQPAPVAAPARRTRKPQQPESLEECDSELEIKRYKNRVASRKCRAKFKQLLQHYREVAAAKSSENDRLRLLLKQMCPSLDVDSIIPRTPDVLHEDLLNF
CR mimetic SO – reduction of superoxide in aged yeast, primary screen, HTS | S. cerevisiae aged cells, superoxide DHE fluorescence; active compounds read low | 330,000 tested, 0.18% active | superoxide response (% of plate mean), % at 10 µM;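 active = superoxide response under a set limit, about three screen SD below normal, cut at about 65% in these data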;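 also: yeast aged for seven days with compound at 30 °C before DHE staining; 100% = average MFI of all compound-treated wells on the plate with controls excluded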
PP1 inh – PP1-alpha phosphatase inhibitors, primary screen, counter-screen for PP5 inhibitor project, biochemical, fluorescence, OMFP substrate, single point. 320,000 tested, 0.9% active. inhibition, % at 6.7 µM. Serine/threonine-protein phosphatase PP1-alpha catalytic subunit (Homo sapiens), P62136. purified PP1alpha;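 active = inhibition above the mean inhibition of all tested compounds plus 3 SD, computed separately for each screening campaign, cut at about 15% in these data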
Target sequence (P62136 whole entry, looked up): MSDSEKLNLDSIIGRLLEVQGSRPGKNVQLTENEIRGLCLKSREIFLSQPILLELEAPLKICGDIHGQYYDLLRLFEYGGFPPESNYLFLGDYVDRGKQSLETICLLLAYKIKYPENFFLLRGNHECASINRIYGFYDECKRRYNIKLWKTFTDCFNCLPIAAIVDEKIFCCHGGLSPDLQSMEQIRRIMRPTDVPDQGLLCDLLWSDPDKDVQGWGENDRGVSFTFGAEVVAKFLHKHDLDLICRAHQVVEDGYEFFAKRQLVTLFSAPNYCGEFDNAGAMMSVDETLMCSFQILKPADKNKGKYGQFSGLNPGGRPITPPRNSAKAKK
EBNA-1 inhibitor – EBNA-1 DNA-binding inhibitors, primary screen, biochemical, fluorescence polarization; AID 1950, 2009; 300,000 tested, 0.34% active; inhibition, % at 14.8 µM; in the data active = inhibition above about 28%
HCV core dimer – inhibitors of HCV core protein dimerization, primary screen, biochemical, TR-FRET, high-throughput. TR-FRET GST/Flag-core106 dimerization, 1536-well. inhibition, % at 5 µM. 300,000 tested, 0.33% active. AID 1899, 2009;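 active = inhibition above the mean of all tested compounds plus 3 SD, set per screening campaign, cut at about 45% in these data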
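System – GST-tagged and Flag-tagged HCV core protein residues 1-106 · Repeats – one well for each compound · Technique – TR-FRET 671 and 617 nm emission · Doses – one concentration, 5 µM, in 0.5% DMSO · Times – 4 h, 22.5 °C incubation · Also added – Eu donor and XL665 acceptor anti-tag antibodies · Measure – percent inhibition of core106 dimerization signal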
TPT1 inh – Candida albicans TPT1 enzyme inhibitors, primary screen, biochemical, fluorescence polarization. recombinant caTPT1, FP RNA substrate dephosphorylation. inhibition, % at 5 µM. 300,000 tested, 0.81% active;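 active = inhibition above the mean of all tested compounds plus 3 SD, set per screening campaign, cut at about 24% in these data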;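 also: plate controls were DMSO alone for no effect and ferristatin control at 100 nM for full effect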
PP5 primary – PP5 phosphatase inhibitors, primary screen, biochemical, fluorescence | Serine/threonine-protein phosphatase 5 (Homo sapiens), P53041 | purified PP5c, OMFP substrate fluorescence | inhibition, % at 6.7 µM | 320,000 tested, 0.18% active;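 active = inhibition above the campaign's mean inhibition across all tested compounds plus 3 SD, cut at about 9.5% in these data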;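 also: 0% = DMSO only and 100% = 100 µM cantharidin control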
Target sequence (P53041 whole entry, looked up): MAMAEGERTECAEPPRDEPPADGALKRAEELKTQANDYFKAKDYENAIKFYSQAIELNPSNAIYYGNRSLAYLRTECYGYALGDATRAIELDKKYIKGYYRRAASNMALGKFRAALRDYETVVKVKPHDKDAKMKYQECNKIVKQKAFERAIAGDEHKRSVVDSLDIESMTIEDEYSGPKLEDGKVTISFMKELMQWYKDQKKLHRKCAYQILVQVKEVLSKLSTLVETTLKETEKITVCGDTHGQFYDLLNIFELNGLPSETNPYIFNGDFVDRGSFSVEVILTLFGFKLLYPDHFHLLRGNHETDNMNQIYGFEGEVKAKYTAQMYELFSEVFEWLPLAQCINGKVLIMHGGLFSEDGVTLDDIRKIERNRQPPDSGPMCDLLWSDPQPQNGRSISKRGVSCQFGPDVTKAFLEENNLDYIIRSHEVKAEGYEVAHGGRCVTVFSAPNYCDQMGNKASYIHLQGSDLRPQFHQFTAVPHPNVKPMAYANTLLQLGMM
The depositor's hits bear a star; . = not tested or not shown; & = joins results of further samples. The order is random; about 3.1% have a hit in one of these screens.

mol	JMJD2C inh	CTSL1 counter	ZTA DNA inh	CR mimetic SO	PP1 inh	EBNA-1 inhibitor	HCV core dimer	TPT1 inh	PP5 primary
COc1ccc(CN2CCNC(=O)C2CC(=O)NCCC2=CCCCC2)cc1OC (configuration not stated)	7	4	14	103	1	-6	-5	-1	-0.3
CCCS(=O)(=O)N1CCC(C(=O)NCCc2ccc(C)cc2)CC1	-3	5	-4	100	-3	4	1	3	-3.6
CNc1ccccc1C(=O)OCC(=O)c1ccc(F)cc1	16	3	-1	93	-2	-10	3	2	1.2
S=c1[nH]nc(-c2ccccc2Cl)n1CC1CCCO1 (configuration not stated)	16	1	11	92	0	-12	-4	0	0.9
ON=C1c2ccccc2-c2ccccc21	1	0	-10	98	2	-7	-3	-4	4.3
CCN(C(=O)c1cc2c(=O)[nH]c3ccc(C)cc3c2s1)c1cccc(C)c1	1	3	-7	108	-1	6	15	-2	-0.2
CCC(Oc1ccccc1OC)C(=O)Nc1ccc2c(c1)OCCO2 (configuration not stated)	-20	7	3	102	-3	4	-1	1	1.4
C#CCOCCOCCOCCNc1nc(N2CCN(C(=O)[C@H](Cc3ccc(O)cc3)n3cc([C@@H](N)C(C)CC)nn3)CC2)nc(N2CCN(C(=O)[C@H](CCCCN)n3cc([C@@H](N)CO)nn3)CC2)n1 (some centres not stated)	1	-1	-11	109	0	6	8	-1	2.8
Nc1c(Br)cc(Br)c(N2CCCC2=O)c1Br	-20	0	-3	112	-14	-1	0	2	-2.0
O=C(COC(=O)CSc1ccc(Cl)cc1)Nc1ccccc1	.	.	-9	97	-2	.	.	.	3.0
COc1cccc(O)c1CN1CCC(n2nccc2NC(=O)c2ccc3c(c2)OCO3)CC1	-3	-2	-4	96	-3	0	-2	0	1.1
COC(=O)c1ccc(C2/C(=C(\O)c3cccc(OC)c3)C(=O)C(=O)N2CCCN(C)C)cc1 (configuration not stated)	4	-3	20	103	-2	8	3	-3	0.0
O=C(NC1CCCc2ccccc21)C1CCN(S(=O)(=O)c2ccccc2F)CC1 (configuration not stated)	11	1	-8	98	-3	4	4	-1	-1.6
Cc1ncc(CN2CCC(N3CCC(C(=O)N4CCCC4)CC3)CC2)s1	-3	-1	14	106	-4	7	-4	0	1.2
N#Cc1ccc(-c2ccco2)nc1SCc1ccccc1	-31	-4	8	98	-1	0	10	4	1.7
CC1CCCN(C(=O)CNC(=O)Cn2ccc3ccccc3c2=O)C1 (configuration not stated)	1	-5	-3	105	1	-3	-3	3	2.8
CC(C)NCC#CCOc1ccc(Cl)cc1	0	-8	24	116	-6	0	-2	-3	-1.6
CCN(CC)S(=O)(=O)c1ccc2c(c1)nc(SCC(=O)N1CCOCC1)n2-c1ccccc1OC	-2	2	8	112	0	7	8	-3	0.8
CN(CCO)c1cc(N2CCC3(CC2)OCCO3)c2nonc2c1[N+](=O)[O-]	-10	2	0	94	-2	3	-9	6	-1.4
O=C(NCc1cc(C(F)(F)F)ccc1F)C1CCC(=O)N(C2CCCCCC2)C1 (configuration not stated)	-1	-4	12	105	-1	0	-4	-5	-0.9

mol	JMJD2C inh	CTSL1 counter	ZTA DNA inh	CR mimetic SO	PP1 inh	EBNA-1 inhibitor	HCV core dimer	TPT1 inh	PP5 primary
CCNc1ccc(S(=O)(=O)N(C)C)cc1NCC(=O)Nc1ccccc1Br	8	7	1	83	0	-1	-5	-1	0.5
COc1ccc(C(=O)N(CN2CCCC2=O)c2ccc(C)cc2)cc1	7	6	-3	90	-1	-6	5	-3	-0.7
COc1cc(OC)c(C(=O)OC(C)C(=O)Nc2cccc(C(F)(F)F)c2)cc1OC (configuration not stated)	-2	1	-11	96	1	1	-9	-2	1.8
Cc1cc2c(Nc3ccccc3)ncnc2s1	17	-1	-8	102	3	-10	0	-2	0.1
C=C(C)CN(CC)Cc1c(C(=O)N(C)CCCC)nc2ccccn12	8	-1	1	105	-1	-2	-3	3	-0.1
C/C(=N\NC(N)=S)c1ccc(-n2ccnc2)cc1	.	7	-7	94	-6	-6	7	3	0.9
COc1ccc(C2/C=C\CN(S(=O)(=O)c3ccc(C)cc3)[C@H](Cc3ccccc3)C(=O)N2Cc2ccc(F)cc2)cc1 (some centres not stated)	-6	10	-16	106	8	1	-3	-2	2.8
CCOC(=O)c1cc(NC(=O)N2CCCc3ccccc32)c(C)nc1C	2	5	3	83	1	-2	2	5	-1.2
CCOC(=O)C(C)Sc1nnc2c3ccccc3n(C)c2n1 (configuration not stated)	-16	4	-8	101	-1	14	2	-1	-0.1
CC(=O)c1ccc(OCC(O)COc2ccc(C(C)=O)cc2)cc1	7	-1	-7	77	-2	9	-1	-3	0.6
O=S(NCc1ccco1)C12CC3CC(CC(C3)C1)C2 (configuration not stated)	3	-1	7	90	2	-14	3	-1	2.2
O=C(/C=C/c1ccc(Br)o1)OCc1nc2ccsc2c(=O)[nH]1	29	3	-4	98	-4	2	75*	4	-1.5
Cc1ccc(-n2c([S-])c(C(=O)NC(C)c3ccccc3)[n+]3ccccc23)cc1 (configuration not stated)	14	2	3	96	-1	3	18	1	1.9
CCOc1ccc(NC(=O)CN(C)C(=O)C2CCN(C(=O)c3ccc(Cl)cc3)CC2)cc1OCC	1	.	-1	85	-7	.	.	.	-0.9
CC(C)(C)c1ccc(C(=O)NNC(=O)c2ccc(Cl)cc2)cc1	-1	2	-6	91	3	5	-8	-3	1.1
COc1cccc(N2CCN(C(=O)CCC(=O)c3ccc(Cl)s3)CC2)c1	.	.	9	93	-3	.	.	.	-1.9
C[C@H](N)c1nnc(SCC(=O)c2ccc(Cl)cc2)o1	-4	2	3	89	1	3	1	-1	1.2
CN(C)CCCNC(=O)c1ccc(Cl)c(S(=O)(=O)N(C)c2ccccc2)c1	20	-1	8	91	0	3	-2	-3	0.8
COc1ccc(N2C(=O)CSC23CCC(C(C)(C)C)CC3)cc1 (configuration not stated)	-11	6	8	113	2	-2	10	-2	1.5
O=C(O)c1ccc(Nc2ccc3nonc3c2[N+](=O)[O-])cc1	-2	-1	3	117	2	3	6	4	-0.9

Individual results from above.
For CR mimetic SO, C[C@H](N)c1nnc(SCC(=O)c2ccc(Cl)cc2)o1 reads 89
For CR mimetic SO, CC(C)(C)c1ccc(C(=O)NNC(=O)c2ccc(Cl)cc2)cc1 reads 91

Reprinted from the results shown for reference:
mol	JMJD2C inh	CTSL1 counter	ZTA DNA inh	CR mimetic SO	PP1 inh	EBNA-1 inhibitor	HCV core dimer	TPT1 inh	PP5 primary
CCOC(=O)c1cc(NC(=O)N2CCCc3ccccc32)c(C)nc1C	2	5	3	83	1	-2	2	5	-1.2
CCOC(=O)C(C)Sc1nnc2c3ccccc3n(C)c2n1 (configuration not stated)	-16	4	-8	101	-1	14	2	-1	-0.1

Later entries
mol	JMJD2C inh	CTSL1 counter	ZTA DNA inh	CR mimetic SO	PP1 inh	EBNA-1 inhibitor	HCV core dimer	TPT1 inh	PP5 primary
Cn1c(CCN2CCCCC2)nc2cc([N+](=O)[O-])ccc21	2	2	-7	95	1	-5	-5	2	0.5
O=C1C=C(c2cccc(OCc3ccccc3)c2)C[C@@H](c2ccc3c(c2)OCO3)C1	-7	.	-21	85	8	.	.	.	2.8
CCOC(=O)C1CCCN(C2CC(=O)N(c3ccc(N4C(=O)CC(N5CCCC(C(=O)OCC)C5)C4=O)cc3)C2=O)C1 (configuration not stated)	-14	-4	-18	75	2	-8	16	-1	2.3
COc1cc(OC)cc(C(=O)NCC(=O)NC(C)CCc2ccccc2)c1 (configuration not stated)	-7	2	13	93	1	9	5	2	0.3
CCCCOc1ccccc1-c1cc(C(=O)O)[nH]n1	-14	5	-1	105	-4	-1	0	-3	0.2
CCCCn1nc2cc(C(=O)NC3CCc4ccccc43)ccc2c1OCC (configuration not stated)	8	3	-6	.	-2	-10	2	-1	5.0
COC(=O)CN1C(=O)[C@H]2[C@@H](/C=C/c3ccccc3)N3C(=O)CN(CC4CC4)C(=O)[C@@]3(Cc3ccccc3)[C@H]2C1=O	-25	2	7	101	-2	-2	-4	2	0.1
CCC(=O)Nc1ccc(C(=O)NNC(=O)c2ccc([N+](=O)[O-])cc2)cc1	-2	1	-4	103	2	5	2	2	1.2
Cc1ccc(-c2csc(NC(=O)c3c(C)noc3C)n2)cc1C	3	.	-18	97	2	.	.	.	2.1
O=c1oc2ccc(Cl)cc2nc1/C=C(\O)c1cccs1	8	3	-9	110	1	11	0	-1	12*
O=C(c1ccc2c(=O)n(Cc3ccco3)c(=S)[nH]c2c1)N1CCN(c2ccccc2)CC1	.	2	-27	103	-1	40*	4	-4	0.0
O=C(C1CC1)N1CCc2cc(S(=O)(=O)NC3CCN(Cc4ccccc4)CC3)ccc21	-3	5	-22	96	0	2	-5	-2	-1.3
Cc1c(C)c2cc(Cl)c(O)c(CN3CCN(C)CC3)c2oc1=O	47	5	13	95	1	1	-8	0	0.9
CCCCSc1ncc(C(=O)OCC)c(N)n1	-14	2	-10	100	1	8	-2	-2	0.1
CC(=O)Nc1ccc(N=Nc2c(C)[nH]n(C(N)=S)c2=O)cc1	6	7	9	115	1	-5	-21	9	0.8
O=[N+]([O-])c1cccc(S(=O)(=O)NCCc2ccccc2)c1	-23	-3	-21	112	-2	-7	-11	-2	2.5
CCCCN(C(=O)c1cc(Cl)nc2ccccc12)c1c(N)n(CCCC)c(=O)[nH]c1=O	-17	5	7	96	-2	5	2	1	-2.0
Cc1coc2c(C)c3oc(=O)c(CCC(=O)N[C@@H](C)C(=O)N[C@@H](Cc4ccccc4)C(=O)O)c(C)c3cc12	62	1	-12	88	-1	-5	7	-3	2.3
COc1cc(C(=O)Nc2cc(C(F)(F)F)ccc2N2CCOCC2)ccc1O	2	2	-32	103	1	-8	-15	-3	6.4
Cc1cc(-c2nnc(SCC(=O)Nc3ccccc3F)n2N)n[nH]1	-30	1	5	75	-5	-1	-2	0	1.4

mol	JMJD2C inh	CTSL1 counter	ZTA DNA inh	CR mimetic SO	PP1 inh	EBNA-1 inhibitor	HCV core dimer	TPT1 inh	PP5 primary
Cc1cc(N)n(-c2cc(C)c3ccccc3n2)n1	17	1	-2	86	-4	-6	-1	-2	0.4
O=c1oc2ccc(Br)cc2cc1-c1nc2ccccc2o1	38	2	-5	106	-1	-13	-7	0	2.7
O=C(NCCCn1ccnc1)c1cc2c(s1)CCCCC2	0	5	1	77	-3	5	-2	0	-1.1
COc1ccc(C(=O)c2oc3ccc(Br)cc3c2NC(C)=O)cc1	1&19	1	12	88	-1	4	-32	1	-3.4
CCn1c(/C=C2\C(=O)N(C)c3ccccc32)nc2ccccc2c1=O	-3	0	-2	106	0	0	4	-5	2.5
COc1cccc(NC(=O)CCCCCn2nnc3ccccc3c2=O)c1	-1	-3	-10	97	2	3	-6	2	-0.8
CCOC(=O)c1c(C)[nH]c(C(=O)OCC(=O)Nc2ccc(OC)c(Cl)c2)c1C	2	0	22	112	-5	94*	8	1	-0.8
Cc1ccc(C(C(=O)NCc2ccco2)N(C(=O)CNC(=O)c2cccs2)c2ccc(C)cc2C)cc1 (configuration not stated)	0	-2	-7	93	2	20	13	-3	-1.4
CS(=O)(=O)C1=NSC2=NC(=O)/C(=C\c3cccn3-c3ccccc3Cl)C(=N)N21	5	1	9	93	7	-4	40	17	-1.0
Cc1nc(C(=O)Nc2ccccc2)sc1C1(C)CC(c2cccc([N+](=O)[O-])c2)=NO1 (configuration not stated)	-43	0	-29	107	5	-6	-12	-1	3.9
